CRE Fsk mod – alters forskolin-stimulated CRE reporter signaling in CHO cells; AID 662; actives 2.5% (n = 71,000); Potency, µM (top dose mostly 38.2 µM), without a hit: top-dose activity change, negative = inhibition, hits mostly activators; CHO CRE-bla reporter (cAMP response element driving beta-lactamase), forskolin EC10, beta-lactamase ratio; active = well fitted activation curve with a large enough effect in the signal ratio, with a control signal flat, not every such curve was filed as active; inconclusive = small, poorly fitted or top-dose-only effect, or effect the other way, or a change in a side signal; the % refers to the signal ratio; also: potency is read from the fitted curve at half-maximal effect; % of control where 0% means no effect
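Reporter-gene assay: CHO cells with beta-lactamase behind cAMP responsive elements, co-treated with compound and EC10 NKH 477 for 3 hours at 37 degrees Celsius. Activity came from the 460/530 nm CCF4 emission ratio.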
Epigenetic mod – epigenetic GFP locus derepression in mouse cells. actives 0.09% (n = 68,000). mouse C127i GFP locus derepression, cytometry, 30 h. Potency, µM (series often up to 46.1 µM), for the others: at the top dose GFP derepression (activation); also: % of control where 0% means no effect
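Locus derepression in mouse mammary C127i cells whose integrated CMV-GFP reporter is normally silent; GFP expression after 30 h compound treatment was quantified by counting fluorescent cells.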
UbGFP stabilizer – proteasome inhibitors stabilizing ubiquitin-GFP reporter. Ubiquitin-GFP reporter cells, proteasome inhibition, GFP fluorescence; response scale: untreated = 0%, 10 µM MG-132 = 100%. AID 526. 67,000 tested, under 10 active. Potency, µM (titrated, usually from 45.9 µM), for inactives: at the highest dose activation (GFP accumulation), usual class: activators; active = well fitted activation curve with a large enough effect, not every such curve was filed as active; inconclusive = small, poorly fitted or top-dose-only effect, or another doubt; inactive = no such curve, though single readings can be large or run the other way; also: potency is read from the fitted curve at half-maximal effect
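GFP accumulation read-out: laser plate cytometry counting ubiquitin(G76V)-GFP-expressing U2OS cells after 4 hr compound exposure at 37 °C. Titrations spanned 46 uM to 2.9 nM; 0% = basal, 100% = 10 uM MG-132; concentration-response curves fitted.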
BRCT inh red – BRCT-phosphoprotein interaction inhibition (red fluorophore); P38398; AID 892; Potency, µM (highest dose often 76.9 µM), without a hit: at the highest dose activity change, negative = inhibition, most hits filed as inhibitors; actives 0.03% (n = 75,000); BRCT-phosphopeptide binding, red fluorescence polarization; also: % is scaled to controls: 0 for no effect and ±100 for the full control effect
Target sequence (P38398 whole entry, looked up): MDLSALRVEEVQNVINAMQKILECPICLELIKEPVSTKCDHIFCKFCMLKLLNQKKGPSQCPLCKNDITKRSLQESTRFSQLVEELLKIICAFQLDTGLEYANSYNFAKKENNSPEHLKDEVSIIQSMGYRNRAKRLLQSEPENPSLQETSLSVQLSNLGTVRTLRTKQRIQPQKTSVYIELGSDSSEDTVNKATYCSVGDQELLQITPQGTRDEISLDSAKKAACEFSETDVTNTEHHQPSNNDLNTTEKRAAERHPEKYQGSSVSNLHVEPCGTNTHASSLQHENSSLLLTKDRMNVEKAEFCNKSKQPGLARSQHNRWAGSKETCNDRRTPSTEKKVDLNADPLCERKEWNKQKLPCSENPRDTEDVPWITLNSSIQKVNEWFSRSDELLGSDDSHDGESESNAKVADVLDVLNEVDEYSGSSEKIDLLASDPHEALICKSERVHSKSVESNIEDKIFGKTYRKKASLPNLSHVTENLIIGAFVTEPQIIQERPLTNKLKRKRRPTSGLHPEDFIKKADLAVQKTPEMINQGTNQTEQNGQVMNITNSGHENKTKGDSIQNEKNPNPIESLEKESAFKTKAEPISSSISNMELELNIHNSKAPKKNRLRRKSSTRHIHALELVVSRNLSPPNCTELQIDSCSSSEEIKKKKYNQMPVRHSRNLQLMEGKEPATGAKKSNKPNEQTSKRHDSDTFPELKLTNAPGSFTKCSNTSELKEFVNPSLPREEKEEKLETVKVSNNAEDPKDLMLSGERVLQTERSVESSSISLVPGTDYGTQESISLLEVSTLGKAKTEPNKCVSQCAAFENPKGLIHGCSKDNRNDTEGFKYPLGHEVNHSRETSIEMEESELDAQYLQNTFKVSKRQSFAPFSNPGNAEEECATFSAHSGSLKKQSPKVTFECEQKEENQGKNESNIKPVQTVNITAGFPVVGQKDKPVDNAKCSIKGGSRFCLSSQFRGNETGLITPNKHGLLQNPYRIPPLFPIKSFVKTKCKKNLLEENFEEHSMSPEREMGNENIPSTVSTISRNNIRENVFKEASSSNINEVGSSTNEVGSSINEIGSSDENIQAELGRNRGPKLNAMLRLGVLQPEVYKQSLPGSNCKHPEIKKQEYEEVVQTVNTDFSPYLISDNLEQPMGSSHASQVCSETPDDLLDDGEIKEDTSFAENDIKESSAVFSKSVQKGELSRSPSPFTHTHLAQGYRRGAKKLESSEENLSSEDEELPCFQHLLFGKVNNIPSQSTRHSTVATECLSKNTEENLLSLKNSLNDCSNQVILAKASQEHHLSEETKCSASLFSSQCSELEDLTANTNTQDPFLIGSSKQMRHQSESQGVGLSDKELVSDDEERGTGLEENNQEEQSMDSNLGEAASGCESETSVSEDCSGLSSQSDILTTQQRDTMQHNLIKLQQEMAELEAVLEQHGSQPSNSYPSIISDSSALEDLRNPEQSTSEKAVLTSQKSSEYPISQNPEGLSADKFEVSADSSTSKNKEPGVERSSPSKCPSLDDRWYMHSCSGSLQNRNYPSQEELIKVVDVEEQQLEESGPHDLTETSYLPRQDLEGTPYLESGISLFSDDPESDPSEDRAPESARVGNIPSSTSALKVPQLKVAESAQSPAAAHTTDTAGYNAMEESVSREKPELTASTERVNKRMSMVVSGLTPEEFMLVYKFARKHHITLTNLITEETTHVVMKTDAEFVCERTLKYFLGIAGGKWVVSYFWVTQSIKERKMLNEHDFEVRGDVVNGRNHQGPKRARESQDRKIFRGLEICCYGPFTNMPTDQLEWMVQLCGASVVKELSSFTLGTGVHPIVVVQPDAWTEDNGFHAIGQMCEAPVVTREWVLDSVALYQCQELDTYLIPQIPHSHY
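Rhodamine-labelled pBACH1 10-mer (100 nM) bound to BRCT domain (100 nM) at pH 7.3; compounds incubated 12 min room temperature, polarization read. Free peptide defines full inhibition; unlabelled decapeptide titrated as control.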
15-hLO inh – blocks human 15-lipoxygenase activity. P16050. actives 1.4% (n = 74,000). Potency, µM (doses to about 57.1 µM), for the others: at the top dose activity change, negative = inhibition, hits mostly inhibitors. purified 15hLO-1, xylenol orange hydroperoxide absorbance; also: potency is read from the fitted curve at half-maximal effect; % is scaled to controls: 0 for no effect and ±100 for the full control effect; nearly all actives have a fitted effect of over 55% in size
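Inhibition is scored from a chromogenic endpoint. After 15 min enzyme-compound contact, arachidonic acid (50 uM final) reacts 6 min with 40 nM 15hLO-1 at room temperature, then Fe-XO reagent is added for 30 min and absorbance ratio recorded.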
BRCT inh green – inhibitors of human BRCA1 BRCT-phosphoprotein interaction (green fluorophore); Potency, µM (series often up to 76.9 µM), without a hit: top-dose activity change, negative = inhibition, most hits filed as inhibitors; actives 0.05% (n = 75,000); BRCA1 BRCT-phosphopeptide binding, green fluorescence polarization;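 also: potency is read from the fitted curve at half-maximal effect; plate controls were peptide without protein for full effect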
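Compounds were incubated for 12 min at room temperature with a complex of 100 nM fluorescein-tagged pBACH1 decapeptide and 250 nM His-tagged BRCT protein. Buffer was phosphate pH 7.3 with EDTA, DTT and Tween 20. Disruption of binding lowers the polarization signal.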
4MU fluor – compounds fluorescent in 4-MU spectral region; compound autofluorescence, 340/450 nm, 4-MU equivalents; stronger effect = higher value; max dye-equivalent concentration, M; actives 11% (n = 59,000); in the data active = max dye-equivalent concentration above about 10 nM; inconclusive = mostly about 1.1 nM to 9.6 nM
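Compounds in 100 mM Tris, pH 8.0, sat 15 min at room temperature before fluorescence was read at 340 nm excitation/450 nm emission; a per-plate six-point 4-MU standard curve converted signals to dye-equivalent concentration at each compound concentration.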
Hsp90 Hop PPI – changes Hsp90-Hop TPR2A binding signal, up or down; AlphaScreen TPR2A-His6 binding biotin-Hsp90 C-terminal peptide; Potency, µM (series often up to 57 µM), for inactives: at the top dose activity change, negative = inhibition; actives 0.44% (n = 71,000); AID 595; active = well fitted curve in either direction with a large enough effect; inconclusive = small, poorly fitted or top-dose-only effect, or another doubt; also: potency is read from the fitted curve at half-maximal effect; % is scaled to controls: 0 for no effect and ±100 for the full control effect; many of its hits are not listed in these tables
A350 autofl – compound fluoresces in the Alexa 350 spectral region | Compound autofluorescence, 340/450 nm, Alexa 350 dye-equivalents; stronger effect = higher value | max dye-equivalent concentration, M | actives 11% (n = 59,000) | AID 590; in the data active = max dye-equivalent concentration above about 10 nM; inconclusive = mostly about 1.1 nM to 9.6 nM
HBB splice mod – hemoglobin beta splicing modulation; HBB splicing reporter cell assay, activation; EGFP reporter with mutant IVS2-654 intron; response scale: normalised to 500 nM splice-correcting PNA; AID 925; actives 0.06% (n = 65,000); Potency, µM (titrated, usually from 46.1 µM), for inactives: at the top dose activation, usual class: activators; also: potency is read from the fitted curve at half-maximal effect; 0% is about no effect
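HeLa cells stably expressing EGFP interrupted by mutant beta-globin intron 2 (IVS2-654), 500/well in 2% FCS. Treated with compound for 2 days at 37C. Splicing correction scored as total well GFP intensity (488 nm excitation, 500-520 nm emission); 500 nM antisense PNA served as control.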
DNA Pol III inh – DNA polymerase III holoenzyme inhibition; reconstituted DNA polymerase III holoenzyme replication, biochemical; Potency, µM (top dose mostly 57.1 µM), inactives show top-dose activity change, negative = inhibition; actives 0.25% (n = 71,000); also: potency is read from the fitted curve at half-maximal effect; % is scaled to controls: 0 for no effect and ±100 for the full control effect
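Reconstituted *E. coli* holoenzyme (0.35 nM Pol III, 1 nM beta, 154 nM SSB, 2 nM primase) was preincubated with compound for 15 min at RT. Synthesis on 1.4 nM ssM13Gori ran 35 min, then was stopped with PicoGreen/EDTA and read as dsDNA fluorescence.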
* marks the source's active call; other numbers are inactive results; i = inactive; ? = inconclusive; . = no result given; & = joins results of further samples; [ ] = another dose, or the depositor's remark. Unless noted, calls follow the shape of the dose curve; as a rule, active = well fitted curve in the direction sought with a large enough effect; inconclusive = small, poorly fitted or top-dose-only effect, or another doubt; inactive = no such curve, though single readings can be large; an effect the other way counts as inactive or inconclusive.

SMILES	CRE Fsk mod	Epigenetic mod	UbGFP stabilizer	BRCT inh red	15-hLO inh	BRCT inh green	4MU fluor	Hsp90 Hop PPI	A350 autofl	HBB splice mod	DNA Pol III inh
CC(=O)C(Sc1ccc2nnc(-c3ccc(C)cc3)n2n1)C(C)=O	11%	.	-1%	0.7%	-10%	0.9%	.	-4%	.	0.0%	-12%
N#Cc1ccc(CN2CC[C@@]3(CCCN(C(=O)c4cnccn4)C3)C2)cc1	3%	-2%[9.22 µM]	-7%	0.8%	-1%	-4.3%	i	2%	i	0.0%	-5%
CCN1CCCC1CNC(=O)c1cc2c(-c3cccc(OC)c3)nn(C)c2s1 (configuration not stated)	?	-1%	-4%	-2.5%	-1%	4.5%	?	0%	?	0.2%	-12%
CC(=O)N1CCC2(CCCN(Cc3cc(C(F)(F)F)cc(C(F)(F)F)c3)C2)CC1	-6%	-5%[9.22 µM]	-8%	-0.7%	-8%	-1.2%	i	1%	i	2.9%	-6%
N#CCCn1c(SCC(=O)c2c[nH]c3ccccc23)nc2ccccc21	?	0%	-1%	0.9%	-26%	14%	i	-6%	i	0.3%[57.5 µM]	5%
Fc1ccc(-c2nnc(-c3ccc(Cl)cc3Cl)o2)cc1	4%	.	-4%	0.0%	2%	-2.4%	.	15%	.	1.0%	-2%
Cc1cc(C)c(S(=O)(=O)N(C)Cc2cnn(C)c2)c(C)c1	11%	0%	2%	-2.4%	2%	-0.2%	i	-3%	i	-2.0%	-6%
Nc1c(C(=O)NCc2ccccc2)nnn1Cc1ccc(F)cc1	-14%	.	3%	-1.5%	-3%	2.3%	.	3%	.	0.1%	-8%
Cc1ccc(N(CC(=O)O)S(=O)(=O)c2cccc3nonc23)cc1	-3%	1%	-9%	-0.6%	-2%	-1.7%	i	2%	i	-5.3%	1%
NCCS(=O)O	-1%&8%	-1%&-2%	-2%&-3%	1.2%	7%	-2.0%	i	0%&1%	i	0.9%	-4%&-6%
CCN(CC)CCCn1c(=S)[nH]c2ccc(Cl)cc2c1=O	?	-2%	.	-0.9%	-6%	0.6%	1.6e-08M*	-1%	2.1e-08M*	-1.0%[0.369 µM]	-10%
CCN(CC)CCN1C(=O)C2C3c4ccccc4C(c4ccccc43)C2C1=O (configuration not stated)	?	-2%	-9%[9.17 µM]	0.5%	-1%[11.4 µM]	-0.6%	.	-3%[11 µM]	.	-1.7%[0.0738 µM]	-4%[11.4 µM]
O=C(NCc1ccccn1)C(C(=O)c1ccc(F)cc1)n1ccccc1=O (configuration not stated)	-4%	10%	-6%	-0.2%	27%	-2.4%	i	-11%	i	0.1%[57.5 µM]	3%
COc1ccc(-c2nc3cnc(N4CCN(C)CC4)nc3n(CCC#N)c2=O)cc1	?	0%[9.22 µM]	6%	-2.5%	-13%	-4.8%	1e-08M*	-3%	1.4e-08M*	1.2%	-6%
Cn1c(=O)c2c(nc(CN3CCC(Cc4ccccc4)CC3)n2CCN2CCOCC2)n(C)c1=O	8%	-1%	14%	0.2%	1%	0.1%	i	-3%	i	-0.5%[1.84 µM]	1%
Cc1ccc(S(=O)(=O)CCC(=O)Nc2ccc3c(c2)OCO3)cc1	-14%	0%	-1%	0.6%	8%	0.2%	i	1%	i	0.5%[57.5 µM]	-3%
COCCn1nnnc1CN1CCC(NC(=O)Nc2cccc(OC)c2)CC1	3%	-3%	-3%	-0.1%	?	-2.5%	i	-3%	i	-3.4%	0%
COc1ccccc1-c1nc(NC2CC2)c2ccccc2n1	?	3%[9.22 µM]	1%	-0.5%	-17%	-2.9%	i	-5%	i	0.6%	-11%
Brc1ccccc1C1=Nn2c(nnc2-c2ccccc2)SC1	-3%	11%	-3%	0.7%	?	2.3%	i	-9%	i	1.8%[0.369 µM]	2%
Nn1c(SCC(=O)NC(=O)NCc2ccccc2)nnc1C1CC1	5%	3%	1%	-0.1%	4%	-1.6%	i	-2%	i	-4.1%	-3%
Cc1cc([C@](C)(N)C(=O)O)ccc1P(=O)(O)O	-4%	-1%	8%	0.4%	-7%[25.6 µM]	-0.2%	.	5%	.	.	-4%
Cn1ccnc1SCC(=O)N(C1CCCCC1)C1CCCCC1	-11%	-1%	2%	1.7%	17%	-1.1%	i	-3%	i	-2.6%	-5%
O=S(=O)(Nc1ccncc1)c1ccccc1	4%	6%	-4%	0.0%	3%	-0.1%	i	-2%	i	0.4%[57.5 µM]	4%
O=C1CCC[C@H]1C(=O)Nc1ccc2ccccc2c1	-3%[7.6 µM]	0%[9.22 µM]	0%[9.17 µM]	2.0%[15.4 µM]	9%[11.4 µM]	-0.7%[15.4 µM]	i	-4%[11 µM]	i	4.6%[9.22 µM]	-12%[11.4 µM]
COc1ccc(-c2nc3cnc(N4CCN(C)CC4)nc3n(-c3ccc(OC)cc3)c2=O)cc1	?	0%[9.22 µM]	2%	-0.9%	?	-0.1%	?	?	?	5.3%	-3%
COC(=O)[C@@]1(Cc2ccc(F)cc2)[C@H]2c3cc(C(=O)N(C)C)n(Cc4ccc(Cl)c(C(F)(F)F)c4)c3C[C@H]2CN1C(=O)c1ccccc1	6%	.	.	1.2%	.	0.8%	.	-16%	.	0.1%	-1%
CCN1CCCC1CNC1=NCCCCC1 (configuration not stated)	-8%	2%	-2%	0.5%	10%	-1.8%	i	-1%	i	2.3%	2%
c1ccc(Nc2ncnc3ccc(-c4ccc5c(c4)OCO5)cc23)cc1	?	-1%[9.22 µM]	-3%	-1.2%	1%	-5.3%	?	6%	?	-0.9%	8%
CC(=O)[C@H](C(=N)C#N)C(=O)Nc1ccccc1	-1%[7.6 µM]	-2%[9.22 µM]	0%[9.17 µM]	1.5%[15.4 µM]	2%[11.4 µM]	-0.9%[15.4 µM]	i	-2%[11 µM]	i	1.9%[9.22 µM]	-5%[11.4 µM]
Cc1ccc(-c2nnc(N(C)C(=O)c3cccnc3)s2)cn1	-1%	-1%	0%	-2.4%	7%	0.2%	i	-5%	i	.	-3%
CCCCCCCCCCCCC/C=C\[C@@H](O)[C@@H](N)CO	6%	1%	-8%	2.2%	40%[activator]	-3.6%	.	3%	.	.	-3%
CCCN1C(=O)c2cc(C(=O)Nc3ccccc3CC)ccc2C1O (configuration not stated)	-2%	.	3%	-0.2%	-20%	-0.1%	.	-2%[2.3 µM]	.	-1.0%	-3%
COc1ccc(C(=O)Nc2ccc3c(c2)nc2n3CCSC2)cc1	19%	5%	.	-0.7%	?	2.9%	i	-3%	i	3.6%[0.369 µM]	-7%
CC(C)OC(=O)CN1CCN(C2c3ccccc3-c3ccccc32)CC1	?	0%	-5%	0.7%	1%	-0.5%	i	-1%	i	5.5%	-2%
COc1ccc(Cl)cc1S(=O)(=O)N1CCN=C1C	-5%	-2%	-7%	1.0%	-2%	-3.1%	.	-1%	.	0.2%	3%
Cc1ccc(-c2nc(NCCN3CCOCC3)c3ccccc3n2)cc1	?	0%	-2%[9.17 µM]	-4.4%	?	-0.4%	.	-5%[11 µM]	.	-3.2%[0.0738 µM]	-15%[11.4 µM]
O=C(c1ccccc1Cl)N1CCCC(c2nc3c(nnn3Cc3ccccc3)c(=O)[nH]2)C1 (configuration not stated)	?	-1%	1%	-5.0%	-11%	12%	i	-1%	i	0.0%	-4%
c1ccc(N=P(c2nc3ccccc3o2)(N2CCOCC2)N2CCOCC2)cc1	?	-1%	3%	-0.1%	8%	-2.3%	i	-3%	?	5.8%	-8%
Cc1nc(N)sc1-c1csc(Nc2ccc(Cl)cn2)n1	16%	2%	-1%	-1.2%	-15%	0.9%	i	-27%	i	-0.5%	1%
CC1CCN(C(=O)CSc2ccc3nnc(-c4cccc(F)c4)n3n2)CC1	-2%	.	-7%	0.6%	2%	-0.6%	.	1%	.	0.4%	-4%
O=C(Nc1ccc(N2CCOCC2)cc1)Nc1ccc2nc(-c3ccco3)c(-c3ccco3)nc2c1	27%	-3%	2%	-0.4%	4µM*	-0.3%	i	?	i	-0.2%	-6%
C/C=C/Cn1c(N2CCCCCC2)nc2c1c(=O)[nH]c(=O)n2C	?	3%	-1%	-0.8%	5%	-1.3%	i	1%	i	.	-6%
CCOC(=O)c1ccc(NC(=O)CSc2nnc(CNc3ccc(OC)cc3)n2C)cc1	-6%	-3%	-6%	0.5%	-9%	-2.6%	i	-4%	i	.	0%
CCOC(=O)C1CCN(S(=O)(=O)c2ccc(Br)c(OCC)c2)CC1	12%	5%	0%	-0.1%	-1%	-2.1%	i	7%	i	-1.3%	2%
COc1ccc(NC(=O)CS(=O)CC(=O)NC2CCCc3ccccc32)cc1 (configuration not stated)	-9%	-1%	2%	-1.3%	8%	-0.3%	1.2e-08M*	-5%	1.1e-08M*	.	2%
